Lipid storage S3: qHTS Assay for Lipid Storage Modulators in Drosophila S3 Cells; Drosophila S3 cells, BODIPY lipid droplet fluorescence, 18-24 h; cells fed with added oleic acid; Potency in µM for hits, for the others lipid storage change, negative = inhibition, % at the top dose, mostly 46.1 µM; actives 0.64% (n = 320,000); AID 2685, 2010; active = well fitted inhibition curve with a large enough effect in the signal ratio, with a control signal flat, not every such curve was filed as active; inconclusive = small, poorly fitted or top-dose-only effect, or effect the other way, or a change in a side signal; the % refers to the signal ratio
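Drosophila S3 cells loaded with oleic acid (400 uM, as added) and compounds at several concentrations; lipid droplets imaged by 488-nm laser-scanning cytometry, 500–530 nm intensity and object ratio to cell channel. Percent activity normalized to 20 uM Triacsin C.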
Lipid storage S3 cell count max: second read-out of Lipid storage S3, no call of its own (marks repeat the call); cell number change, %; measured here: cell count max response;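 cells counted by Cell Tracker Red CMTPX staining in the red channel; peak over a dose series mostly up to 46.1 µM; percent activity relative to internal control wells on each plate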
The depositor's hits bear a star; i = inactive; ? = inconclusive; nt = not tested or not shown. % is set by controls: 0 for no effect and ±100 for the full control effect; potency is the fitted concentration of half-maximal effect.

Results follow in this order: Lipid storage S3, Lipid storage S3 cell count max
> COc1cccc(N2C(=O)C(c3ccccc3)=C(c3nc4ccccc4s3)C2NC(C)=O)c1 (centres undefined)
→ ?, nt
> O=C(O)CCc1ccc(-c2cccs2)o1
→ ?, nt
> COc1ccc(S(=O)(=O)N2CCN(C(=O)C3CCCCC3)CC2)cc1
→ ?, nt
> O=C(CCC(=O)Nc1ccccc1Cl)NNC(=O)c1ccccc1[N+](=O)[O-]
→ ?, nt
> CCC(C)NC(=O)NCc1ccccc1F (centres undefined)
→ -1%, 3
> O=C(CCOc1ccccc1)Nc1ccnn1C1CCN(Cc2ccc(CO)o2)CC1
→ ?, nt
> CCOc1ccc(C(=O)NC2CC(C)(C)NC(C)(C)C2)cc1
→ 16%, -2
> Cn1c(=O)c2ncn(CC(=O)O)c2n(C)c1=O
→ ?, nt
> Cc1cc(=O)n2cccc(O)c2n1
→ 14%, -5
> COc1ccc(-n2nc3cc(C)c(NC(C)=O)cc3n2)cc1
→ 5%, -11
> CN(c1ccc(OCC(=O)O)cc1)S(=O)(=O)c1ccc2ccccc2c1
→ 4%, 12
> O=[N+]([O-])c1ccc2cn[nH]c2c1
→ ?, nt
> CCOc1ccc(CC(=O)C2=C(N3CCOCC3)CC(C)(C)CC2=O)cc1OCC
→ 10%, -4
> C=CCN1C(=O)C(Cc2ccccc2Cl)SC1=Nc1ccc(C(=O)O)cc1 (centres undefined)
→ ?, nt
> COc1ccccc1CNC(=O)N/C=C/c1ccc(Cl)cc1
→ ?, nt
> CC(=O)CC(=O)Nc1ccc(C(N)=O)cc1
→ ?, nt
> Cc1ccc(C(=O)NC(=S)Nc2ccccc2C(F)(F)F)cc1C
→ 10%, 9
> CC(C)(C)c1ccc(C(=O)NCC(=O)OCC(=O)Nc2ccccc2[N+](=O)[O-])cc1
→ ?, nt
> COc1cc(/C=C(\C#N)C(=O)NCC2CCCO2)ccc1OCC(N)=O (centres undefined)
→ 17%, 2
> Nc1nc(SCC(=O)Nc2ccc(C(F)(F)F)cc2)[nH]c(=O)c1NC(=O)c1ccc(F)c(F)c1
→ ?, nt
> O=C(c1ccc(S(=O)(=O)Nc2ccc(F)cc2)cc1)N1CCN(C(=O)c2ccco2)CC1
→ ?, nt
> Cc1ccccc1C(=O)Nc1ccccc1Sc1ccccc1
→ 4%, -1
> COc1ccc(CCN2CCCC(CN(C)C(=O)c3cc(C)oc3C)C2)cc1 (centres undefined)
→ -18%, -13
> CCc1cccc(C)c1NC(=S)N1CCCCC1c1cccnc1 (centres undefined)
→ 9%, 11
> COc1cccc(C2C(C#N)=C(N)N(c3ncn[nH]3)C3=C2C(=O)CCC3)c1 (centres undefined)
→ 2%, 5
> CS(=O)(=O)N1Cc2ccccc2CC1C(=O)OCC(=O)Nc1ccc2ccccc2c1 (centres undefined)
→ ?, nt
> CC1CCN(C(=O)COc2ccccc2F)CC1
→ ?, nt
> COc1ccc(C)cc1Cn1c(S(C)(=O)=O)nc2ccccc21
→ i, nt
> O=C(Nc1ccccc1Cl)C1CCCN(S(=O)(=O)c2ccc(-n3cnnn3)cc2)C1 (centres undefined)
→ i, 26
> CN(C)C(=O)N1CCCC(C(=O)NCCc2ccccc2)C1 (centres undefined)
→ -14%, 1
> COc1ccc(C(=O)N/C(=C/c2cccnc2)C(=O)Nc2cccc(C(C)=O)c2)cc1OC
→ 4%, 13
> O=C(CSCc1ccc(Cl)cc1)NN=C1CCCCCC1
→ ?, nt
> O=C(O)C1CCC(CNS(=O)(=O)c2ccccc2)CC1 (centres undefined)
→ ?, nt
> Cn1nc(C(=O)Nc2sccc2C(N)=O)ccc1=O
→ ?, nt
> CN(CC(=O)Nc1ccc(F)cc1)CC(=O)N1CCCCC1
→ 12%, 2
> N#Cc1ccc(OCc2ccc(C(=O)O)o2)cc1
→ i, -21
> COCCSc1ccccc1C(=O)Nc1nnc(C)s1
→ 4%, 5
> Cc1csc(SCc2ccc(C(=O)O)cc2)n1
→ ?, nt
> Cc1nc(NCC2CC2)c2nnn(Cc3ccccc3)c2n1
→ 17%, 11
> CCOc1ccccc1Nc1nc2ccccc2[nH]1
→ ?, nt
> Cc1oc(-c2ccc(Cl)cc2)nc1CN1CCCC(C(=O)N2CCN(C(=O)c3ccco3)CC2)C1 (centres undefined)
→ ?, nt
> CC1CCCCN1C(=O)COC(=O)/C=C/c1ccc2ccccc2n1 (centres undefined)
→ ?, nt
> CCc1ccc(-c2ccc(SCC(=O)NCC3CCCO3)nn2)cc1 (centres undefined)
→ ?, nt
> CCN(CC(=O)Nc1cc(Cl)ccc1OC)CC(=O)NC1CCS(=O)(=O)C1 (centres undefined)
→ 12%, 1
> Cc1cc(-c2n[nH]c(=S)n2/N=C/C=C/c2ccco2)n[nH]1
→ -4%, nt
> CC(C)NC(=S)N1CCN(c2ncccn2)CC1
→ 6%, 10
> O=C(Cn1c2c(c(-c3ccccc3Cl)cc1=O)CCC2)NCCCN1CCOCC1
→ -28%, 0
> CCOc1ccc(NC(=O)CCCn2nc(C)c3c(C)n(-c4ccccc4)nc3c2=O)cc1
→ -2%, nt
> O=C(Nc1ccccc1-c1nnn(CC(=O)N2CCCc3ccccc32)n1)c1ccco1
→ ?, nt
> O=C(Cc1sc(-c2ccccc2)nc1-c1ccccc1)Nc1ccc(Cl)cc1
→ ?, nt
> CCCCC1N2CC3([N+](=O)[O-])CN1CC([N+](=O)[O-])(C2)C3(C)C (centres undefined)
→ 12%, nt
> COC(=O)c1cc(C(=O)OCC(=O)NCc2ccc3c(c2)OCO3)cc([N+](=O)[O-])c1
→ ?, nt
> S=c1[nH]nc(-c2cccs2)n1C1CCCCC1
→ 8%, 11
> COc1ccc2nc(NCCO)[nH]c2c1
→ ?, nt
> CN(CCC1CCOCC1)C(=O)CC1C(=O)NCCN1Cc1ccccc1F (centres undefined)
→ i, 27
> CSCC[C@H](NC(=O)OC(C)(C)C)c1nnc(SCc2cccc(F)c2)o1
→ ?, nt
> CC1CCN(c2ccc([N+](=O)[O-])cn2)CC1
→ -3%, -15
> COc1ccc(Cl)cc1C(=O)OCC(=O)c1ccc[nH]1
→ i, -10
> CCC(=O)Nc1ccc(Cl)c(NC(=S)NC(=O)c2ccco2)c1
→ ?, nt
> O=c1c2ccc(Cl)cc2nc2n1CC/C2=C\c1cccc(O)c1
→ ?, nt

(list continues)
Results follow in this order: Lipid storage S3, Lipid storage S3 cell count max
> COc1ccc(S(=O)(=O)N2CCC3(CC2)OCCN3S(=O)(=O)c2ccccc2)cc1OC
→ ?, nt
> O=C(NC12CC3CC(CC(C3)C1)C2)c1cncc(O)c1
→ 11%, 7
> Cc1ccc(NS(=O)(=O)c2cccc(C(=O)O)c2)cc1S(=O)(=O)N1CCCCC1
→ -4%, -4
> Cc1cccc(NC(=S)NC(=O)c2ccc(Br)o2)c1
→ 16%, 10
> COc1ccc(-n2c(SCC(=O)Nc3cccc(S(N)(=O)=O)c3)nc3ccccc3c2=O)cc1OC
→ -3%, nt
> Cc1ccc(S(=O)(=O)NC(N)=NCCc2ccc(Cl)cc2)cc1
→ ?, nt
> Cc1ccc(C(=O)N2NC(c3ccccc3F)C3C(=O)N(c4cccc(C)c4)C(=O)C32)cc1 (centres undefined)
→ -1%, 16
> COC(=O)[C@H]1C[C@@H](c2ccccc2)[C@H](C)C1(C)C
→ ?, nt
> COc1ccccc1/C=C1/SC(=S)N(C(C)C(=O)NC2C=CS(=O)(=O)C2)C1=O (centres undefined)
→ i, -15
> CCc1ccc(S(=O)(=O)N/N=C(/C)c2ccncc2)cc1
→ ?, nt
> Cc1[nH]n(-c2ccccc2)c(=O)c1N=Nc1c(Cl)cccc1Cl
→ ?, nt
> CCCCn1c(N)c(N(CCC(C)C)C(=O)C2CSC3(C)CCC(=O)N23)c(=O)[nH]c1=O (centres undefined)
→ -6%, 8
> CS(=O)(=O)N(CC(=O)NCCSCc1c(F)cccc1Cl)c1ccc2c(c1)OCO2
→ i, nt
> COC(CNC(=O)C1CCCN(S(=O)(=O)c2c(C)noc2/C=C/c2cccs2)C1)OC (centres undefined)
→ ?, nt
> Cc1cccc(-n2ncc3c2CCCC3NC(=O)Cn2cccn2)c1C (centres undefined)
→ ?, nt
> CCOC(=O)c1oc2ccc(OC)cc2c1NC(=O)CN1CCN(C)CC1
→ i, 29
> O=C(CN(C(=O)c1csnn1)c1ccccc1)NCc1ccc2c(c1)OCO2
→ ?, nt
> O=C(NC1CCCCCCC1)c1ccc(S(=O)(=O)N2CCCC2)cc1
→ ?, nt
> COc1cc2ccccc2cc1C(=O)NCC(c1cccs1)N(C)C (centres undefined)
→ ?, nt
> CN1CCN(CC(O)COc2ccc(OCC(O)CN3CCN(C)CC3)cc2)CC1 (centres undefined)
→ 7%, -1

Following part.
| SMILES | Lipid storage S3 | Lipid storage S3 cell count max |
| --- | --- | --- |
| CCCc1cc(=O)n2[nH]c(-c3ccco3)nc2n1 | ? | nt |
| CC1CCN(S(=O)(=O)c2cccc(C(=O)NCc3ccco3)c2)CC1 | -1% | -12 |
| O=C(NNS(=O)(=O)c1ccc([N+](=O)[O-])cc1)c1cnn(-c2ccccc2)c1-n1cccc1 | 4% | 2 |
| COc1cc(NC(=O)C/C(C)=N/NC(=O)c2ccccn2)c(OC)cc1Cl | ? | nt |
| CCOC(=O)CSc1cc(CS(C)(=O)=O)nc(-c2ccccn2)n1 | ? | nt |
| O=C(Cc1ccc(Br)cc1)Nc1ccccc1N1CCCC1 | 10% | 4 |
| COc1ccc(CN2CCCC2C(=O)Nc2ccc(OC)c(OC)c2)cc1OC (centres undefined) | ? | nt |
| Cc1ccc(C(=O)NNC(=O)C2CCN(Cc3ccc(Cl)c(Cl)c3)CC2)cc1 | ? | nt |
| c1cn2cc(-c3ccc4c(c3)OCO4)nc2s1 | -5% | -9 |
| Cc1c(-c2cccs2)[n+](=O)c2c(n1[O-])CCCCC2 | ? | nt |
| O=C(c1cccc2nc3ccccc3nc12)N1CCOCC1 | ? | nt |
| C=CCNC(=O)c1sccc1Oc1ccc(F)cc1[N+](=O)[O-] | ? | nt |
| CCCCNC(=S)NNc1c(Cl)cc(Cl)cc1Cl | ? | nt |
| Oc1ccc(-c2nccc(-c3ccc(Cl)cc3)n2)cc1 | 14% | 20 |
| Cn1c(=O)cc(OCCCC(=O)NCCCN2CCN(Cc3ccccc3)CC2)c2ccccc21 | ? | nt |
| [S-]c1nnc(-c2ccc(Br)cc2)n1-c1ccccc1.[Zn+2] | -18% | 20 |
| COc1ccc(-c2nc3cc(C)ccn3c2NC(=O)c2ccccc2OC)cc1 | ? | nt |
| CCN1C(=NCCc2c[nH]c3ccccc23)N[C@@H](c2ccccc2)[C@H](C(=O)OC)[C@H]1C | ? | nt |
| CC(O)C(NC(=O)OCc1ccccc1)C(=O)OCc1ccccc1 (centres undefined) | 20% | 7 |
| CN(C)CCCN1CC(=O)N2[C@@H](Cc3c([nH]c4ccccc34)C2(C)C)C1=O | ? | nt |
| COc1cc(C(=O)NCCCN2CCCC2=O)cc(OC)c1OC | -4% | 10 |
| C/C(=N/NC(=O)CNS(=O)(=O)c1ccc(C)cc1)c1cccc([N+](=O)[O-])c1 | ? | nt |
| CCNC(=O)COC(=O)/C=C/c1cccc(F)c1 | ? | nt |
| O=C(CSc1ccc([N+](=O)[O-])cn1)Nc1ccc(N2CCOCC2)c(Cl)c1 | ? | nt |
| Cc1ccccc1-c1cc(C(=O)N2CCCC2)c2ccccc2n1 | ? | nt |
| CCOC(=O)c1sc2nc(SCC#N)n(CCCN3CCCC3=O)c(=O)c2c1C | ? | nt |
| OCC[C@H]1C[C@H](O)[C@@H](O)[C@]2(OCCc3ccccc32)O1 | ? | nt |
| O=[N+]([O-])c1cc([N+](=O)[O-])c(Oc2cccnc2Br)cc1NN1CCCCC1 | ? | nt |
| CCOC(=O)C1(Cc2cccc(OC)c2)CCN(Cc2cccnc2)CC1 | 8% | 11 |
| CCOC(=O)c1cc2ccc3ccccc3c2s1 | ? | nt |
| Cc1noc(C)c1COc1ccc(C(=O)Nc2ncccc2O)cc1 | i | 6 |
| C#CCNC(=O)C1=C[C@H](c2ccc(C(F)(F)F)cc2)C[C@H](OCc2ccc(CO)cc2)O1 | 7% | 5 |
| Cc1ccc(C(=O)c2c[nH]c3c(F)cc(F)cc3c2=O)cc1 | 14% | 3 |
| CC/C(=C/c1ccccc1)c1cccc2[nH]c3c(OC)cccc3c12 | ? | nt |
| COc1cc(C(=O)Oc2ccc3ccc(O)cc3c2)cc(OC)c1OC | ? | nt |
| Cc1cc(SCC(=O)N/N=C/c2ccc(O)c(O)c2O)c(C)cc1Br | ? | nt |

Some of the entries so far, with each value named.
smiles: Cc1ccc(C(=O)c2c[nH]c3c(F)cc(F)cc3c2=O)cc1
  Lipid storage S3 = 14% | Lipid storage S3 cell count max = 3
smiles: CC/C(=C/c1ccccc1)c1cccc2[nH]c3c(OC)cccc3c12
  Lipid storage S3 = ? | Lipid storage S3 cell count max = nt
smiles: COc1cc(C(=O)Oc2ccc3ccc(O)cc3c2)cc(OC)c1OC
  Lipid storage S3 = ? | Lipid storage S3 cell count max = nt
smiles: Cc1cc(SCC(=O)N/N=C/c2ccc(O)c(O)c2O)c(C)cc1Br
  Lipid storage S3 = ? | Lipid storage S3 cell count max = nt

Going on with the list:
| SMILES | Lipid storage S3 | Lipid storage S3 cell count max |
| --- | --- | --- |
| CCOC(=O)C1=C(C)NC(=O)C(C(N)=O)C12CCCCC2 (centres undefined) | ? | nt |
| COCCn1c(C)cc(C2=NNC(=Nc3ccc(F)cc3)SC2)c1C | ? | nt |
| COc1cn(-c2ccccc2)nc1C(=O)OCC(=O)Nc1ccc(C)c(C)c1 | 8% | -22 |
| O=C1/C(=C/c2ccc(C(=O)O)cc2)CCC/C1=C\c1ccc(C(=O)O)cc1 | ? | nt |
| Cc1cc(OCC(F)(F)C(F)(F)C(F)(F)C(F)(F)C(F)(F)C(F)F)nc(N)n1 | -12% | 0 |

The list is partial, so the mix of outcomes need not match the whole.
